Screening results (PubChem)
MT stabilizer: stabilizes microtubules in HeLa cells | % tubulin-high responders, % at 10 µM | HeLa tubulin immunostaining HCS, 24 h; share of cells brighter than vehicle mean+2SD | actives 0.83% (n = 200,000);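 active means plate Z-score above 3 for both tubulin-high and condensed-nucleus cell shares, with cell loss under 80%, at 10 µM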;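 further: anti alpha tubulin signal scored within the nucleus-defined area of each cell; some results filed as inactive read as strong as hits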
Myeloid diff MLP: myeloid differentiation induction; ER-HoxA9 myeloid progenitors, lysozyme-GFP differentiation, flow cytometry; calls only at 10 µM; actives 1% (n = 360,000); AID 624256;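 active means normalized GFP-positive differentiation at or above the plate's own cutoff, the solvent-only control mean plus 3 SD; inconclusive means no clear call, values can overlap the other calls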;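 further: cells exposed to compound for four days before flow analysis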
bCat nuc transl: beta-catenin nuclear translocation modulation | nuclear translocation activity, % at 5 µM | AID 1665 | HeLa beta-catenin nuclear translocation, immunofluorescence imaging | actives 0.3% (n = 190,000);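 active means nuclear translocation activity above 50% at 5 µM, with a well cell count of 50 or more; inconclusive means wells under 50 cells across six images, flagged as toxic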;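 further: per-cell ratio of nuclear to cytoplasmic median beta-catenin stain intensity; plate controls were DMSO negative control for no effect and GSK-3 inhibitor IX positive control for full effect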
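Signal – beta-catenin immunofluorescence imaging with DAPI · Test system – human HeLa cell line · Dosing – 5 µM primary single dose, 0.1% DMSO, 0.02–20 µM confirmation series · Measure – % activation, nuclear-to-cytoplasmic median beta-catenin signal ratio per cell · Incubation – 24 h compound exposure at 37°C, 5% CO2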
Hep lipid drop: modulators of hepatic lipid droplet formation. actives 0.4% (n = 240,000). inhibition, % at 6.5 µM. AML12 mouse hepatocytes, oleate lipid droplets, BODIPY imaging;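 active means lipid droplet intensity inhibited by at least 50%, with more than 500 cells counted; inconclusive means wells with under 300 cells, treated as cytotoxic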
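Assay system: AML12 hepatocytes (mouse) / Also added: 100 µM oleic acid challenge / Times: overnight treatment with compound plus oleate / Detection: high-content imaging of BODIPY-stained droplets and DAPI nuclei / Evaluation: % inhibition of lipid droplet signal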
Insulin prom up: MIN6 insulin promoter up-regulation. MIN6 insulin promoter-GFP reporter, high-content imaging; stronger effect = higher value. z-score at 5 µM. actives 0.3% (n = 190,000). AID 1625;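 active means z-score above 3 at 5 µM with at least 500 cells counted in the well; inconclusive means wells under 500 cells, flagged as cytotoxic or low count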
TNAP activation fold: stimulation of alkaline phosphatase TNAP activity – biochemical, luminescent, no phosphate acceptor, uHTS, primary screen (AID 1001). purified TNAP, luminescent activation assay, no phosphate acceptor; higher activation fold means a stronger effect. one-dose activation fold at 20 µM; EC50 in µM for titrated hits. actives 0.03% (n = 200,000); in the data active means activation fold from about 3, or a potency from the dose series; inactive means the rest, 99 in 100 with activation fold below about 1.6; further: many of its hits are not listed in these tables
human PMI inhibition: inhibitors of human PMI, primary screen, biochemical, fluorescence intensity, coupled assay (AID 1209); inhibition, % at 20 µM; hits with a dose series show IC50 in µM; actives 0.42% (n = 190,000); purified PMI enzyme, coupled fluorescence intensity; higher % means a stronger effect; in the data active means inhibition above about 50%;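 further: plate controls were DMSO vehicle for no effect and wells lacking substrate for full effect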
Dynein cargo inh: dynein cargo transport inhibition | 3617.4 mouse cells, GR-EGFP nuclear translocation imaging; test concentration mostly 20 µM; stimulated with dexamethasone, 1 µM; stronger effect = lower value | z-score, hits read low | actives 0.47% (n = 220,000) | AID 1381;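 active means plate z-score of nuclear minus cytoplasmic receptor signal below a set negative limit, without overly bright fluorescence or cell loss, cut at about -3.5 in these data, passing the limit was not always enough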;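 further: z-score of nuclear minus cytoplasmic ring GR-EGFP intensity difference per well; some compounds called inactive have numbers as strong as hits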
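Medium: Induction medium lacking tetracycline, stripped serum | Probe or stimulus: 1.0 µM final dexamethasone stimulus | Schedule: 48 h induction, then 1 h compound, then 30 min agonist, 37 °C | Signal: Automated 10x imaging of fixed Hoechst-stained cells | Evaluation: Per-cell GR-EGFP intensity, nucleus versus surrounding cytoplasmic ring, well-averaged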
T cell modulator: T cell immune modulation candidate. calls only at 7 µM. 2C CD8+ T cell-vesicle binding, flow cytometry; stronger effect = lower value. AID 2052. actives 0.068% (n = 330,000);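 active means response, share of CD8 T cells binding vesicles, and their 90th percentile fluorescence all below set limits, cut at about 80% in these data, passing the limit was not always enough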
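Also added: QL9-peptide-loaded Drosophila micro-vesicles bearing Ld, ICAM-1 and B7-1; Test system: purified 2C TCR transgenic mouse naive CD8+ T cells; Measured by: cytometric PE anti-B7-1 and Alexa647 anti-CD8 signals after 1% paraformaldehyde fixation; Timing: binding step 1.5 h, 37 °C, antibody labelling 20 min, ice.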
Dynein cargo inh cytoplasmic EGFP: also measured in Dynein cargo inh; calls as there; z-score; measured here: cytoplasmic GR-EGFP intensity; stronger effect = higher value
Dynein cargo inh nuclear GR-EGFP: further read-out of Dynein cargo inh, marked with its call; z-score; measured here: nuclear GR-EGFP intensity;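 lower value marks the stronger effect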
Dynein cargo inh cell count: recorded beside Dynein cargo inh, whose call it bears; z-score; measured here: cell count per field
Insulin prom up cell count: second read-out of Insulin prom up, no call of its own (marks repeat the call); cell count; measured here: cytotoxicity, nuclei count;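 total cells summed across four imaged fields per well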
Hep lipid drop cells 6.5 µM: second read-out of Hep lipid drop, no call of its own (marks repeat the call); cell count; measured here: cell count, cytotoxicity flag;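 cells counted across two imaged fields per well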
bCat nuc transl cell count 5 µM: second read-out of bCat nuc transl, no call of its own (marks repeat the call); cell count; measured here: cell count, cytotoxicity flag
T cell modulator vesicle-bound %: also measured in T cell modulator; calls as there; double positive events, %; measured here: CD8+ vesicle-bound cell fraction;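 binding gate set so that unloaded-vesicle control wells show 10% double positive cells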
MT stabilizer Hoechst-high %: recorded beside MT stabilizer, whose call it bears; % Hoechst-high responders; measured here: nuclear condensation Hoechst responders;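 share of cells brighter than vehicle mean plus two SD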
MT stabilizer cytotoxicity %: recorded beside MT stabilizer, whose call it bears; toxicity, %; measured here: cytotoxicity by cell density;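 0% = mean cell density of plate MIN control wells and 100% = no cells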
Myeloid diff MLP GFP+ MAC1+ %: second read-out of Myeloid diff MLP, no call of its own (marks repeat the call); GFP+ MAC1+ double positive, %; measured here: differentiation confirmed by MAC1 staining
* marks the source's active call; other numbers are inactive results; i = inactive; ? = inconclusive; . = not tested or not shown.

SMILES | MT stabilizer | MT stabilizer Hoechst-high % | MT stabilizer cytotoxicity % | Myeloid diff MLP | Myeloid diff MLP GFP+ MAC1+ % | bCat nuc transl | bCat nuc transl cell count 5 µM | Hep lipid drop | Hep lipid drop cells 6.5 µM | Insulin prom up | Insulin prom up cell count | TNAP activation fold | human PMI inhibition | Dynein cargo inh | Dynein cargo inh cytoplasmic EGFP | Dynein cargo inh nuclear GR-EGFP | Dynein cargo inh cell count | T cell modulator | T cell modulator vesicle-bound %
CCN1CCN(CCC(=O)Nc2ccc(Br)cc2)CC1 | 2.2 | 2.7 | 3.3 | i | 0.2 | 4.3 | 1149 | -17.8 | 662 | -1.13 | 1143 | 1.1 | -30.1% | -0.292 | -0.203 | -0.245 | -0.164 | i | 31.1
COc1ccc(CCC(=O)Nc2nc3ccccc3[nH]2)cc1OC | 0.7 | 0.8 | 3.2 | i | 1.4 | . | . | 3.7 | 721 | -0.67 | 991 | 1.2 | -3.4% | -0.709 | -0.153 | -0.531 | 0.441 | i | 14.5
CCCn1c(N)c(NCCN2CCOCC2)c(=O)n(CC(=O)NCc2ccccc2)c1=O | 1.9 | 2.3 | 2.0 | i | 0.7 | -0.8 | 1126 | -7.5 | 645 | -0.53 | 1485 | 1 | -15.6% | 1.36 | -0.152 | 0.63 | 0.0456 | i | 35.2
Cn1cc(S(=O)(=O)N2CCN(c3cccc(C(F)(F)F)c3)CC2)c(=O)n(C)c1=O | 6.1 | 2.3 | 0.1 | i | 2.6 | -0.6 | 1206 | . | . | -0.67 | 871 | 1.2 | -11.3% | 0.243 | -0.0597 | 0.206 | -0.906 | i | 18.1
COc1ccc2c(c1)O[C@@H](c1cccc(C(F)(F)F)c1)[C@H](OC(=O)Nc1ccc(OC(F)F)cc1)C2=O | 1.9 | 3.1 | 8.6 | . | . | . | . | -34.3 | 697 | -0.4 | 1308 | 1 | -7.4% | 0.459 | 1.19 | 0.707 | -0.0195 | i | 12.0
CCCCCc1c(O)nc(SCCN(CC)CC)[nH]c1=O | 1.5 | 2.3 | 5.8 | i | 0.4 | -1.0 | 1037 | 3.1 | 671 | 0.23 | 1601 | 1 | 1.1% | 0.303 | -0.161 | 0.144 | 0.127 | i | 21.2
CCN(C(=S)Nc1ccccc1F)C1CCCCC1 | 2.5 | 1.9 | 7.5 | i | 6.3 | -0.6 | 1360 | . | . | -0.22 | 1593 | 1 | 11.1% | -0.263 | -0.158 | 0.425 | 0.339 | i | 3.1
O=C(Nc1ncccc1O)c1c(O)c2ccccc2[nH]c1=O | . | . | . | i | 0.2 | -0.7 | 1323 | -3.5 | 690 | 0.39 | 1393 | . | . | 0.588 | -0.284 | 0.177 | 0.12 | i | 24.3
CC(C)CC(NC(=O)OC(C)(C)C)C(=O)NCc1ccccc1 (stereo not drawn) | 2.6 | 3.8 | 9.3 | i | 1.4 | 1.3 | 1120 | . | . | . | . | 1.1 | 3.0% | 1.57 | -0.156 | 0.749 | -1.64 | i | 49.8
O=C(OCCN1CCCCC1)c1ccccc1Cl | 4.1 | 1.9 | 4.4 | i | 0.7 | -1.2 | 580 | . | . | -0.34 | 1413 | 1.1 | -14.0% | 0.572 | -0.282 | 0.732 | -1.23 | i | 40.5
O=C(Cn1cnc2ccccc2c1=O)NCCC(=O)N1CCN(Cc2ccccc2)CC1 | 1.1 | 2.1 | 6.0 | i | 1.0 | . | . | 7.0 | 778 | -0.03 | 1250 | 1.1 | 5.7% | 0.0593 | -0.237 | 0.355 | 1.77 | i | 15.2
CCOc1ccc(Oc2cc(NC(=O)c3ccco3)cc([N+](=O)[O-])c2)cc1 | 1.5 | 1.9 | 6.1 | i | 1.7 | -1.0 | 1346 | . | . | ? | . | 1.1 | 10.7% | 0.55 | -0.203 | 0.857 | -0.461 | i | 27.1
CC(C)=N/N=C(\N)SCc1ccccc1 | . | . | . | i | 0.1 | -1.1 | 1367 | -16.0 | 665 | -0.89 | 1047 | . | . | -0.238 | -0.733 | 0.0621 | 0.125 | i | 9.8
N#Cc1ccccc1Cn1cc(C#N)c2ccccc21 | 2.9 | 3.5 | 4.8 | i | 1.8 | -3.4 | 567 | -19.6 | 666 | -0.54 | 1287 | 1.1 | -2.5% | -0.937 | 0.549 | -0.826 | 0.674 | i | 18.5
CC1CCN(C(=O)/C(=C/c2ccccc2Cl)c2ccccc2)CC1 | 1.6 | 1.6 | 5.1 | i | 1.3 | -1.4 | 878 | . | . | 0.18 | 1095 | 1.1 | 21.2% | -0.109 | -0.212 | -0.454 | -0.0785 | i | 39.7
Cc1ccc(Oc2nc(-c3ccccc3)ncc2S(C)(=O)=O)cc1 | 1.9 | 1.6 | 6.9 | i | 0.4 | . | . | . | . | . | . | 1 | -1.4% | 0.0313 | -0.152 | 0.349 | -0.186 | i | 38.6
Cn1c(CN2CCOCC2)nnc1SCc1cccc(F)c1 | 2.4 | 2.0 | 2.4 | i | 0.3 | -4.2 | 989 | 0.8 | 684 | . | . | 1 | -11.1% | -0.0374 | -0.252 | -0.267 | 0.721 | i | 31.0
CCOC(=O)N1CCC(=NNc2ccnc3cc(Cl)ccc23)CC1 | 2.4 | 2.2 | 3.2 | i | 0.3 | 0.9 | 1116 | 7.4 | 687 | -0.24 | 1211 | 1 | -59.4% | 1.68 | 0.233 | 0.848 | -1.99 | i | 44.9
CCCCCC(=O)NNC1CC(=O)N(c2cccc(OCC)c2)C1=O (stereo not drawn) | . | . | . | i | 0.2 | 0.5 | 1322 | -3.7 | 680 | -0.06 | 1120 | . | . | 0.719 | -0.113 | 0.554 | -0.67 | i | 9.6
CCCCCCCCNC(=O)CC(NS(=O)(=O)c1ccc(NC(C)=O)cc1)C(C)C (stereo not drawn) | 4.3 | 3.3 | 3.1 | i | 0.9 | 1.4 | 552 | 1.6 | 760 | 0.33 | 1209 | 1.1 | 7.0% | -0.369 | -0.301 | 0.731 | -0.16 | i | 23.0
CC(C)C(NC(=O)CC12CC3CC(CC(C3)C1)C2)C(=O)O (stereo not drawn) | 3.4 | 3.8 | 10.9 | i | 0.7 | -2.0 | 923 | . | . | 1.78 | 1359 | 1.1 | 11.0% | 0.0479 | -0.32 | 0.0891 | 0.34 | i | 16.6
O=C(NCc1cccnc1)C1CC2c3ccccc3C1c1ccccc12 (stereo not drawn) | 1.4 | 1.0 | 6.9 | i | 0.1 | . | . | . | . | . | . | 1 | -9.3% | -0.198 | -0.237 | -0.633 | 0.458 | i | 42.1
Fc1ccc(-c2ccnc3nc(-n4cccc4)nn23)cc1 | 3.3 | 1.6 | 5.1 | i | 3.1 | 1.0 | 807 | . | . | 1.13 | 1152 | 1 | 6.9% | 0.269 | 0.0286 | -0.136 | 0.339 | i | 59.7
c1ccc2c(c1)NC1(CCCCC1)n1c-2nc2ccccc21 | 3.5 | 3.4 | 10.6 | i | 7.2 | -1.1 | 1215 | . | . | -1.33 | 1003 | 1.2 | 10.6% | -0.894 | -0.297 | -0.24 | 0.205 | i | 8.7
CCC1(C)CC(CCN(Cc2ccco2)C(C)=O)(c2ccccc2)CCO1 (stereo not drawn) | 2.9 | 1.7 | 5.4 | i | 0.5 | -1.4 | 1545 | -9.3 | 653 | 0.35 | 1391 | 1.1 | 7.3% | -1.24 | -0.292 | -0.515 | 0.228 | i | 43.2
COc1ccc(S(=O)(=O)N(C)C)cc1NS(=O)(=O)c1ccc(F)c(F)c1F | 3.4 | 2.7 | 14.0 | i | 0.8 | . | . | -2.3 | 688 | 0.91 | 1006 | 1.1 | -3.0% | -0.586 | -0.264 | 0.377 | 0.298 | i | 54.1
O=C(COC(=O)Cc1ccc(Cl)cc1Cl)Nc1ccccc1OC(F)F | 3.5 | 2.1 | 3.5 | i | 0.6 | -0.4 | 988 | 0.8 | 581 | 0.17 | 1303 | 1 | 3.2% | 1.75 | 0.689 | 1.1 | -1.36 | i | 54.3
CCOC(=O)C(C(=O)Nc1cccc(C)c1)C1CCCCC1 (stereo not drawn) | 2.7 | 2.1 | 9.3 | i | 5.7 | . | . | 15.3 | 793 | 0.54 | 989 | 1.2 | 10.2% | -0.00955 | -0.0226 | 0.368 | -0.523 | i | 14.0
